PG9 binder – binds the HIV-1 gp120 antibody PG9 | TR-FRET gp120-PG9 antibody binding | inhibition, % at 6.7 µM | actives 0.43% (n = 360,000); in the data active means inhibition above about 8.5%
rCAG RNA binder – binds r(CAG) RNA repeats; AID 651821; actives 1.3% (n = 370,000); inhibition, % at 3 µM; r(CAG) RNA repeat, TO-PRO-1 dye displacement fluorescence;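 active means inhibition above the plate cutoff, the mean of all test compounds on that plate plus 3 SD, cut at about 35% in these data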;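 further: 0% = DMSO alone and 100% = 100 µM mitoxantrone as full dye displacement; higher means more dye released from RNA so lower well fluorescence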
PRMT1 inh – inhibitors of human PRMT1; Q99873; recombinant PRMT1, activity-based probe fluorescence polarization; inhibition, % at 2.79 µM; actives 1.3% (n = 370,000);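 active means inhibition above about 21% made by adding two undisclosed values, limit read from the data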
Target sequence (Q99873 whole entry, looked up): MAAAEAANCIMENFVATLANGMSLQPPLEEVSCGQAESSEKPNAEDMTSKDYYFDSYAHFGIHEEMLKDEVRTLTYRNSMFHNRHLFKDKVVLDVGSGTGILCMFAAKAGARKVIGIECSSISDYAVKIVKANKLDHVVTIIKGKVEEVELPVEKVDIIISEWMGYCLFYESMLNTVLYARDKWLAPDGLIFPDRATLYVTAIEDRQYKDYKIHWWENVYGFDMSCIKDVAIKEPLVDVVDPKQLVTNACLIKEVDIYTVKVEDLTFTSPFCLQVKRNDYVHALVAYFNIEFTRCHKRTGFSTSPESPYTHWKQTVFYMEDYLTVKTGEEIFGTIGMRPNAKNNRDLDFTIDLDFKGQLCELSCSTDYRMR
NR1D1 modulator – modulators of human Rev-erb alpha DNA binding; P20393; Rev-erbα–FITC-DNA binding, fluorescence polarization, 90 min; activity, % at 10 µM; actives 0.79% (n = 370,000); AID 1259318;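 active means activity above about 14%, limit read from the data; passing the limit was not always enough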;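 further: 0% = DMSO wells with 35 nM protein and 100% = DMSO wells with 750 nM protein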
TDP2 absorb – TDP2 (human) inhibition, absorbance primary screen | O95551 | inhibition, % at 12.8 µM | actives 0.34% (n = 370,000) | recombinant TDP2, T5PNP hydrolysis, p-nitrophenol absorbance 415 nm;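 active means inhibition above the mean of all tested compounds plus 3 SD, set per campaign, cut at about 25% in these data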;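 further: 0% = DMSO with enzyme and 100% = buffer with substrate but no TDP2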
Target sequence (O95551 whole entry, looked up): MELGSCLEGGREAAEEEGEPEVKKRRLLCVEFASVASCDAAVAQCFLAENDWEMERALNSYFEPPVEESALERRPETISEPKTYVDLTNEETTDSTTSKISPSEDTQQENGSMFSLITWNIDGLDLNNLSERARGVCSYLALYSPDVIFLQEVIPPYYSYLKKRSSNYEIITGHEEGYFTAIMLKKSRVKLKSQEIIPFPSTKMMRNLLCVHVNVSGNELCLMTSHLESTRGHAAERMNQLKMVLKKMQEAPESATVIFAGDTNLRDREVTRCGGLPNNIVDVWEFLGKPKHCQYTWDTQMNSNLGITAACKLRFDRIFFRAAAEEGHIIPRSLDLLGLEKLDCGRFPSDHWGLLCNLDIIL
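System – recombinant human TDP2 · Amount – 120 nM TDP2 per well · Buffer or medium – Mg2+-containing Tris-HCl buffer, pH 7.5 · Reagent – T5PNP substrate, 5 mM · Dosing – 12.8 µM single point, 1% DMSO · Incubation – 2 h at 37 °C · Measured by – epi absorbance · Read-out basis – percent inhibition · Benchmarks – high control without enzyme, low control DMSO plus TDP2 · Repeats – singlicate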
TCR CD3 inh – blocks the human TCR-CD3 interaction | TAMRA-labeled TCR probe fluorescence, biochemical | inhibition, % at 9.4 µM | actives 0.37% (n = 360,000) | AID 651800; in the data active means inhibition above about 19%;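 further: recombinant mutant TCR 2C K166C tagged with TAMRA read by polarization; 0% = receptor in buffer alone and 100% = receptor with positive control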
HTRA1 inh – blocks human HTRA1 serine peptidase; Q92743; recombinant HTRA1, FP-rhodamine activity-based probe, fluorescence polarization; inhibition, % at 5.96 µM; actives 0.5% (n = 340,000); AID 504803; in the data active means inhibition above about 36%;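 further: 0% = enzyme with DMSO and 100% = wells lacking enzyme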
ABHD4 inh – inhibits mouse alpha/beta hydrolase domain 4; Q8VD66; purified mABHD4, FP-Rh probe fluorescence polarization; inhibition, % at 8.92 µM; actives 0.54% (n = 370,000); AID 720543;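 active means inhibition exceeding the mean over every tested compound plus 3 SD, cut at about 30% in these data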;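 further: 0% = plate median of compound wells and 100% = S159A mutant with DMSO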
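Test system: mouse ABHD4 enzyme, wild type. Reagent: FP-Rh fluorescent activity-based probe, added after compound pre-incubation. Timing: pre-incubation 45 min, probe exposure 60 min, at 25 °C. Technique: FP readout, ex 525 nm / em 598 nm. Benchmarks: high control S159A mutant with DMSO, low control median of compound wells.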
LEDGF integ inh – blocks HIV-1 LEDGF/p75-dependent DNA integration; TR-FRET IN-LEDGF/p75 DNA integration, Eu/Cy5; inhibition, % at 3.7 µM; actives 0.64% (n = 370,000);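 active means inhibition above the screen-wide mean plus 3 SD, cut at about 13% in these data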;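 further: signal is the Cy5 over europium emission ratio at 671 and 618 nm; 0% = plate median of compound wells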
SIAE primary – blocks human sialic acid acetylesterase; actives 0.69% (n = 370,000); Q9HAT2; inhibition, % at 9.66 µM; AID 1053197; SIAE FP-Rh probe binding, fluorescence polarization;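 active means inhibition above a cutoff: mean of compounds within the control limits plus 3 SD of those, cut at about 17% in these data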;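 further: 0% = plate median of compound wells and 100% = probe without SIAE protein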
Active calls of the source: *; · = no result given; & = joins results of further samples.

The first six compounds, ahead of the listing:
SMILES	PG9 binder	rCAG RNA binder	PRMT1 inh	NR1D1 modulator	TDP2 absorb	TCR CD3 inh	HTRA1 inh	ABHD4 inh	LEDGF integ inh	SIAE primary
Cc1ccc2c(c1)N(C(C)C(=O)NCCc1ccccc1)C(=O)CO2 (stereo not given)	0.6	-5	-1	-2	9	-5	6	6	4	0
COc1ccc(NS(=O)(=O)c2ccc(Cl)c(C(=O)O)c2)cc1S(=O)(=O)N1CCCCC1	-1.8	12	3	-4	-2	2	6	3	2	-8
CC(=O)N/C(=C/c1ccc2c(c1)OCO2)C(=O)Nc1ccccc1	-3.4	1	1	2	-1	-3	4	1	6	1
Cc1noc(C)c1C(=O)N1CCC(CO)(Cc2ccccc2)CC1	-0.6	-5	-3	2	8	5	2	1	1	11
Cc1c(NC(=O)c2n[nH]c(=O)c3ccccc23)c(=O)n(-c2ccccc2)n1C	-1.0	0	-2	-4	-11	3	0	5	1	2
O=C(CC12CC3CC(CC(C3)C1)C2)NC(Cc1ccccc1)C(=O)O (stereo not given)	-2.2	10	0	3	2	0	11	2	6	6

Main list, from the start:
SMILES	PG9 binder	rCAG RNA binder	PRMT1 inh	NR1D1 modulator	TDP2 absorb	TCR CD3 inh	HTRA1 inh	ABHD4 inh	LEDGF integ inh	SIAE primary
Cc1ccc2c(c1)N(C(C)C(=O)NCCc1ccccc1)C(=O)CO2 (stereo not given)	0.6	-5	-1	-2	9	-5	6	6	4	0
COc1ccc(NS(=O)(=O)c2ccc(Cl)c(C(=O)O)c2)cc1S(=O)(=O)N1CCCCC1	-1.8	12	3	-4	-2	2	6	3	2	-8
CC(=O)N/C(=C/c1ccc2c(c1)OCO2)C(=O)Nc1ccccc1	-3.4	1	1	2	-1	-3	4	1	6	1
Cc1noc(C)c1C(=O)N1CCC(CO)(Cc2ccccc2)CC1	-0.6	-5	-3	2	8	5	2	1	1	11
Cc1c(NC(=O)c2n[nH]c(=O)c3ccccc23)c(=O)n(-c2ccccc2)n1C	-1.0	0	-2	-4	-11	3	0	5	1	2
O=C(CC12CC3CC(CC(C3)C1)C2)NC(Cc1ccccc1)C(=O)O (stereo not given)	-2.2	10	0	3	2	0	11	2	6	6
Fc1cccc(Cl)c1Cn1nnc(-c2ccc(N3CCOCC3)cc2)n1	-1.3	-2	-4	-6	-10	10	-4	4	0	7
O=C(Cc1ccc(Br)cc1)NC1CCSC1=O (stereo not given)	-3.6	2	0	-8	10	0	3	-3	2	0
COC(=O)c1ccc(NC(=O)CN(c2ccc(C)cc2)S(=O)(=O)c2c(C)nn(C)c2C)cc1	0.7	0	-1	3	17	4	-9	2	-1	1
CCOC(=O)Cc1csc(SCC(=O)Nc2cc(Cl)ccc2Oc2ccccc2)n1	-1.6	1	-1	9	7	0	-28	-16	-1	-3
C1CCN(C2CCN(c3nc4nonc4nc3N3CCSCC3)CC2)C1	-2.5	2	-2	0	6	11	-2	4	0	5
O=C(N/N=C/c1ccncc1)c1cc2ccccc2cc1O	-4.4	34	-1	3	2	-2	22	43*	-1	10
Cc1ccc2c(c1)[nH]c1c(=O)n(CCN3CCCCC3)cnc12	-1.8	-3	-1	-5	12	3	8	6	1	7
CC(=O)N1CCCc2ccc(NS(=O)(=O)c3ccc(C)c(C)c3)cc21	-2.8	0	0	-1	8	1	4	0	1	1
CC(=O)Nc1ccc(NC(=O)C(C)Sc2nnc(-c3cccs3)o2)cc1 (stereo not given)	-1.2	3	-7	-3	-6	9	3	-4	2	-3
O=C(COC(=O)c1ccc(F)c(S(=O)(=O)N2CCOCC2)c1)Nc1ccc2c(c1)OCO2	-1.4	3	3	-5	5	-9	4	-5	-5	1
NC(=O)CN1CCOCCOCCN(CC(N)=O)CCOCC1	-0.4	-5	-4	-2	-6	0	1	-1	-2	5
C[C@@H]1ON(C)[C@H]2C[C@H]3c4cc(-c5ccc6c(c5)OCO6)ccc4CCN3C[C@@H]12	-3.0	1	-3	5	2	3	·	-9	3	3
C=CCN(C(=O)CSc1nc2ccsc2c(=O)n1Cc1ccc(C(=O)O)cc1)c1ccccc1	-1.1	33	2	1	9	2	-6	10	3	2
O=C(c1ccccc1)c1cccc(NC(=O)c2ccc(Br)o2)c1	-0.6	1	-1	-2	-4	-1	-35	-11	18*	-10
Cc1ccc(NC(=O)/C(C#N)=C/c2ccc(Sc3nc(C)cc(C)n3)o2)cc1	-1.0	1	-6	-2	-8	4	-4	-1	-2	7
O=C(NCCCCl)C1CC(=O)N(CCc2ccc(F)cc2)C1 (stereo not given)	0.1	0	4	-6	-3	-2	8	2	-1	0
CCOc1cc(-c2nc(-c3ccc(OC)cc3)no2)cc(OCC)c1OCC	-0.7	0	-1	14	-2	-2	2	3	2	-4
CCn1ccnc1CN(C)C(=O)CC1C(=O)NCCN1Cc1c(F)cccc1Cl (stereo not given)	-2.8	-4	-1	-2	-11	1	-4	-5	0	1
O=C(COC(=O)CCCc1nc2ccccc2s1)NC(=O)NCc1ccco1	-0.6	-4	3	-5	-1	6	5	-2	-2	-5

Brought forward from above: 2 compounds, followed by the next part.
SMILES	PG9 binder	rCAG RNA binder	PRMT1 inh	NR1D1 modulator	TDP2 absorb	TCR CD3 inh	HTRA1 inh	ABHD4 inh	LEDGF integ inh	SIAE primary
CCn1ccnc1CN(C)C(=O)CC1C(=O)NCCN1Cc1c(F)cccc1Cl (stereo not given)	-2.8	-4	-1	-2	-11	1	-4	-5	0	1
O=C(COC(=O)CCCc1nc2ccccc2s1)NC(=O)NCc1ccco1	-0.6	-4	3	-5	-1	6	5	-2	-2	-5
Cc1cccc(N2CC(=O)N(c3cccc(C)c3)CC2=O)c1	0.6	-4	-1	4	6	1	-6	2	2	-1
O=C(COC(=O)Cc1ccccc1F)Nc1cc(S(=O)(=O)N2CCOCC2)ccc1N1CCCC1	-3.8	-1	1	-1	-14	5	-7	-1	4	-2
CN(CCNC(=O)CCCOc1cc(=O)n(C)c2ccccc12)Cc1ccccc1	-2.5	-10	-1	-2	0	-2	-8	3	1	2
CC(NC(=O)CN(C)Cc1cccc(Cl)c1)c1ccccc1 (stereo not given)	-4.2	-3	-5	3	-10	4	0	4	1	-5
COc1cc(/C=C/C(=O)OCC(=O)Nc2ccc([N+](=O)[O-])cc2)ccc1O	0.5	9	3	-2	2	4	-4	8	0	-3
Nn1c(SCC(=O)Nc2ccc(OCc3ccccc3)cc2)nnc1-c1cc(-c2ccc(F)cc2)n[nH]1	·	7	-2	9	1	·	·	4	-3	1
Cc1ccc(S(=O)(=O)N(C)c2ccc(OC(=O)c3cc(=O)[nH]c4ccccc34)cc2)cc1	-1.1	5	0	3	0	-8	7	5	0	6
c1ccc(-c2cc(N3CCCCC3)c3ccccc3n2)cc1	-0.1	-4	2	8	-1	0	-16	2	-2	-1
CCC(CC)C1C(C#N)=C(N)Oc2cc(C)oc(=O)c21 (stereo not given)	-0.3	-1	2	-2	2	9	1	-9	-3	-1
COc1cc(Cn2c3ccc(NC(=O)CCc4cccnc4)cc3c(=O)n2C)ccc1F	0.4	-1	6	2	2	-3	·	3	-3	1
Cc1n[nH]c(=O)c2c(NC(=O)CSc3nc4ccccc4c(=O)n3CCCO)oc(C)c12	1.3	-5	12	4	-1	-6	38*	-6	-4	4
COc1cc2c(c(OC)c1CC=C(C)C)C[C@H](c1ccc(O)cc1O)CO2	-5.0	18	-5	2	-4	-12	-5	-14	1	0
CCC1CCCCN1Cc1nc2c(c(=O)n(C)c(=O)n2C)n1Cc1ccccc1 (stereo not given)	0.6	1	-5	2	1	2	-3	2	-1	1
COCCn1c(SCc2ccc(C(=O)OC)o2)nnc1-c1c[nH]c2ccccc12	1.3	2	-4	-4	1	4	-4	-2	2	10
O=C(CSc1nnc(-c2cccnc2)o1)OC1CCCCC1	-1.8	-4	-2	-4	8	6	-3	-3	-2	3
COc1ccc(S(=O)(=O)Oc2ccc3c(c2)O/C(=C\c2cccnc2)C3=O)cc1	0.7	3	2	0	5	-1	2	-2	2	2
CCc1nn(CC(=O)NCCCN2CCN(C)CC2)c(=O)c2cc3sc(C)cc3n12	-0.4	-4	2	-1	-2	-4	2	-7	-2	-3
CC1CCCCC1NC(=O)c1cn(C)c2ccc(S(=O)(=O)N3CCOCC3)cc2c1=O (stereo not given)	-2.0	1	5	-1	18	-5	2	8	-1	-2
Cc1coc2c1c(C)cc1oc(=O)c(CC(=O)NCCCN3CCCC3=O)c(C)c12	1.0	-3	2	-3	7	3	-2	-1	-2	5
NCCS	-0.9	2	42*	-2&-3	3	-1	3	-1	-2	3
Cc1ccccc1N(C)C(=O)CN1CCN(c2nc(-c3ccccc3)cs2)CC1	·	2	2	5	7	·	·	1	-2	7
O=C(Nc1cccc(-n2cccn2)c1)C1CCCN(Cc2cc3ccccc3[nH]2)C1 (stereo not given)	-3.2	6	1	1	4	-4	-25	-8	-3	-2
CC(C)CC(N)c1csc(Nc2ccccn2)n1 (stereo not given)	-0.6	11	3	-10	5	-6	·	8	2	3
Cc1cc2ccccn2c1C(=O)c1nc(NCc2ccccc2)ncc1Cl	-0.1	3	3	0	0	7	-4	-1	1	-15
CN[C@H]1C[C@H]2c3cc(N4CCOCC4)ccc3CCN2C[C@H]1[C@H](C)O	·	1	2	1	2	·	·	-5	3	3
Cc1ccc(Oc2cc(N3CCOCC3)nc(-c3ccccc3)n2)cc1	0.2	3	1	1	-8	-3	-3	-2	0	-3
COc1ccc(CNc2cccc(C)n2)c(O)c1	-1.8	-1	-1	-5	-3	-3	-2	2	-2	-4
C#Cc1ccc([C@@H]2C=C(C(=O)NCc3ccccc3)O[C@H](OCCCCO)C2)cc1	-0.5	12	3	-6	9	4	-44	-8	2	-20
CN(C)CCNC(=S)Nc1ccc(F)c(F)c1F	0.3	-4	-3	1	-7	4	-10	-3	0	-2

Some of these compounds in order of the HTRA1 inh value, highest first.
Structure | HTRA1 inh
Cc1n[nH]c(=O)c2c(NC(=O)CSc3nc4ccccc4c(=O)n3CCCO)oc(C)c12 | 38*
CC1CCCCC1NC(=O)c1cn(C)c2ccc(S(=O)(=O)N3CCOCC3)cc2c1=O (stereo not given) | 2
Cc1cc2ccccn2c1C(=O)c1nc(NCc2ccccc2)ncc1Cl | -4
CN(C)CCNC(=S)Nc1ccc(F)c(F)c1F | -10
c1ccc(-c2cc(N3CCCCC3)c3ccccc3n2)cc1 | -16

Screens deposited in PubChem BioAssay by several laboratories.

This is a subset, so the mix of outcomes need not match the whole.
